Compound activity deposited in PubChem by several laboratories.
SR-BI DiI inh: mouse SR-BI HDL lipid transfer inhibition | hit rate 0.96% among 320,000 | Q61009 | ldlA[mSR-BI] CHO cells, DiI-HDL uptake fluorescence, 3 h | inhibition, % at 12.5 µM | AID 488896;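 active = mean replicate inhibition of at least 70% and a set share of replicates each scoring 70 or more; inconclusive = meets just one of the two criteria; inactive = fails both criteria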;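 also: 0% = median of neutral control wells and 100% = median of positive control wells; values of inactives mirror those of a sister screen read the other way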
HTR5A inv ctr: counter-screen for OPRM1-OPRD1 inverse agonists: human HTR5A inverse agonism | P47898 | HTR5A cell line, luminescence | inhibition, % at 9.3 µM | hit rate 0.083% among 340,000 | AID 504634; in the data active = inhibition mostly above about 23%, no sharp cut-off; inactive = mostly below about 18%;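 also: 0% = cells with DMSO and 100% = no-cell wells with DMSO; some compounds called inactive have numbers as strong as hits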
dFosB activator: activators of mouse delta FosB homodimer; purified delta FosB, TAMRA-CDK5 oligo fluorescence polarization; percent of positive-control signal above neutral wells; hit rate 0.99% among 340,000; activation, % at 25 µM; P13346;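 active = mean activation above about 17%, with every replicate also reaching it, limit read from the data, passing the limit was not always enough; inconclusive = only one of the two conditions met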;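 also: fluorescence polarization rise as delta FosB binds a TAMRA Cdk5 AP-1 oligo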
PvdQ acylase: P. aeruginosa PvdQ acylase inhibition | purified PvdQ acylase, fluorescence plate reader | inhibition, % at 10 µM | hit rate 0.063% among 340,000; in the data active = inhibition above about 30%, passing the limit was not always enough; inconclusive = no clear call, values can overlap the other calls;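 also: 0% = vehicle neutral wells and 100% = reference inhibitor wells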
HTR5A ag: counter-screen for OPRM1-OPRD1 agonists: human HTR5A agonism; hit rate 0.61% among 340,000; HTR5A agonist assay, luminescence, cell-based; activation, % at 9.3 µM; in the data active = activation mostly above about 9.5%, no sharp cut-off; inactive = mostly below about 7.6%;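 also: 0% = cells with vehicle only and 100% = reference agonist; strong numbers were not always called active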
NSD2 inh: inhibitors of human histone methyltransferase NSD2; O96028; NSD2 peptide methylation, AlphaScreen, 120 min; inhibition, % at 12.5 µM; hit rate 0.54% among 310,000; AID 743445; in the data active = inhibition above about 50%
MITF TRPM1 HTS: activators of MITF-driven TRPM1 promoter activity in SK-MEL-5 cells | SK-MEL-5 TRPM1-promoter luciferase, 24 h; % of positive control, neutral wells = 0 | activation, % at 12.5 µM | hit rate 0.75% among 300,000 | AID 588334;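 active = mean activation of at least 80% with every replicate also reaching 80%; inconclusive = mean reaches 80% but some replicate falls short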;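 also: 0% = neutral control wells and 100% = parthenolide positive control wells; values of inactives mirror those of a sister screen read the other way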
Wnt act: Wnt/beta-catenin pathway activation | hit rate 1.2% among 300,000 | activation, % at 9.35 µM | Wnt/beta-catenin reporter cell assay, activator, plate reader; in the data active = activation above about 30%, passing the limit was not always enough; inconclusive = no clear call, values can overlap the other calls;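 also: 0% = neutral control wells and 100% = positive control wells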
CDK5 p35 inh: CDK5/p35 (human) kinase inhibition | Q00535+Q15078 | Recombinant CDK5/p35, ADP-Glo luminescence, 60 min | inhibition, % at 10 µM | hit rate 0.01% among 330,000;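 active = highest replicate inhibition of at least 50% and at least 75% of replicates reaching 50%; inconclusive = only one of the two criteria met; inactive = both criteria failed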;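 also: plate controls were DMSO neutral control for no effect and GW8510 at 10 µM for full effect; many of its hits are not listed in these tables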
V-ATPase pHluor: yeast V-ATPase proton transport regulation by pHLuorin | S. cerevisiae, pHLuorin cytosolic pH fluorescence | response, % at 10 µM | hit rate 0.37% among 350,000; in the data active = response mostly above about 7.3%, no sharp cut-off; inactive = mostly below about 5.4%; also: actives read high; inactives centre near 0; some compounds called inactive have numbers as strong as hits; reference of the scale not given here
Numbers without * were called inactive; u = inconclusive; x = no result given. Only part of the results is shown (hit frequency here may not be typical).

smiles,SR-BI DiI inh,HTR5A inv ctr,dFosB activator,PvdQ acylase,HTR5A ag,NSD2 inh,MITF TRPM1 HTS,Wnt act,CDK5 p35 inh,V-ATPase pHluor
COc1cccc(C2(O)CCN(CC(=O)Nc3nc(C)cs3)CC2)c1,0,13,-2,-9,-5,-2,-11,-6,-0.1,5
CCOC(=O)c1c(C)c(P(=S)(N2CCOCC2)N2CCOCC2)n(C)c1C,8,-40,4,-18,14,1,3,-1,-0.4,-2
CNC(=O)Oc1cccc2c1OC(C)(C)O2,2,5,8,-6,-1,0,-4,4,1.1,0
COc1ccc(CC(=O)N(CCN(C)C)CC2CCCN(Cc3ccccc3F)C2)cc1 (stereo not given),-34,11,2,-12,-3,7,-5,-1,0.1,0
CCC(=NCCc1ccccc1)c1c(O)n(C)c(=O)n(C)c1=O,25,-11,-4,-21,5,15,x,6,-10,-3
CCN1CCN(Cc2cc(Br)cc(OC)c2O)CC1,-14,14,-11,-3,3,25,0,x,1.9,x
O=C1C2CCCN2C(c2ccccc2)N1c1ccccn1 (stereo not given),-20,-16,7,0,6,x,x,1,-2.1,-7
COc1ccc(CCN)cc1O,10,-20,-1,6,6,x,-6,2,-0.7,-4
Cc1ccc(-n2c(O)c(C=NCC3CCCO3)c(=O)[nH]c2=O)c(C)c1 (stereo not given),-16,-16,3,-15,-1,-1,3,-1,0.6,4
O=C1NC(=O)C(CCc2ccncc2)(Cc2ccc([N+](=O)[O-])cc2)C(=O)N1,-22,2,-1,-22,1,-1,-7,-1,-1.7,9
COC(=O)C1=C(c2ccc(C(C)=O)cc2)C[C@@H]2CC[C@H]1N2C(=O)NCc1ccco1,36,3,-4,-5,9,x,3,3,-1.3,-2
COc1ccc(N2CCN(CCc3ccncc3)CC2)cc1,-26,-17,-4,-18,6,-1,1,-3,-3.0,2
Cc1ccccc1NC(=O)COC(=O)c1cc(C)n(C2CC2)c1C,20,3,-11,-11,-1,9,17,1,0.7,6
CC(C)(C)C(=O)O[C@H]1CC[C@@]2(C)C(=CC(=O)C3C2CC[C@]2(C)C(=O)[C@H](O)CC32)C1 (stereo not given in full),-41,-17,-11,-13,4,0,-14,-8,0.0,5
COc1ccc(C(=O)OC2CC[C@@]3(C)C4CCC5[C@]6(O)CC(O)[C@@]7(O)C(CN8CC(C)CCC8[C@@]7(C)O)[C@]6(O)C[C@@]53O[C@]24O)cc1OC (stereo not given in full),-3,-8,-5,7,2,-4,4,-2,10,-4
Cc1ccc(C(=O)c2cc(Br)ccc2N)cc1,50,-7,4,4,2,2,22,6,-1.6,-1
CCOC(=O)C1SC2(C(F)F)CC1(O)c1c(c(OC)c3occc3c1OC)O2 (stereo not given),-6,10,-9,2,1,-1,5,x,-1.7,0
CCN(CC(=O)Nc1ccc(NC(C)=O)cc1)C(=O)CSC(c1ccccc1)c1ccccc1,3,-12,-10,1,5,1,-7,-1,-0.8,1
CC1CCCCC1NC(=O)CNC(=S)N1CC2CC(C1)c1cccc(=O)n1C2 (stereo not given),-16,6,2,-2,2,-8,-3,0,x,-2
COc1ccc(-n2c(SCCN(C)C)nc3ccccc3c2=O)cc1,6,13,-3,-10,4,6,1,-1,0.0,-4

An excerpt from above in order of length of the SMILES, ascending.
smiles,SR-BI DiI inh,HTR5A inv ctr,dFosB activator,PvdQ acylase,HTR5A ag,NSD2 inh,MITF TRPM1 HTS,Wnt act,CDK5 p35 inh,V-ATPase pHluor
COc1cccc(C2(O)CCN(CC(=O)Nc3nc(C)cs3)CC2)c1,0,13,-2,-9,-5,-2,-11,-6,-0.1,5
Cc1ccc(-n2c(O)c(C=NCC3CCCO3)c(=O)[nH]c2=O)c(C)c1 (stereo not given),-16,-16,3,-15,-1,-1,3,-1,0.6,4
CCOC(=O)C1SC2(C(F)F)CC1(O)c1c(c(OC)c3occc3c1OC)O2 (stereo not given),-6,10,-9,2,1,-1,5,x,-1.7,0
CC(C)(C)C(=O)O[C@H]1CC[C@@]2(C)C(=CC(=O)C3C2CC[C@]2(C)C(=O)[C@H](O)CC32)C1 (stereo not given in full),-41,-17,-11,-13,4,0,-14,-8,0.0,5
COc1ccc(C(=O)OC2CC[C@@]3(C)C4CCC5[C@]6(O)CC(O)[C@@]7(O)C(CN8CC(C)CCC8[C@@]7(C)O)[C@]6(O)C[C@@]53O[C@]24O)cc1OC (stereo not given in full),-3,-8,-5,7,2,-4,4,-2,10,-4

(cont.)
smiles,SR-BI DiI inh,HTR5A inv ctr,dFosB activator,PvdQ acylase,HTR5A ag,NSD2 inh,MITF TRPM1 HTS,Wnt act,CDK5 p35 inh,V-ATPase pHluor
CCOC(=O)c1c(C)n(Cc2ccccc2)c2ccc(O)cc12,24,8,-5,5,-3,7,3,-2,1.1,-4
COc1ccc(C2SCC(=O)Nc3c2c(C)nn3C2CCOC(C)(C)C2)cc1OC (stereo not given),-13,0,-1,-2,0,-2,9,0,0.5,3
CC(C)(C)C(=O)O[C@H]1CC[C@@]2(C)C(=CC(=O)C3C2CC[C@]2(C)C(=O)CCC32)C1 (stereo not given in full),15,-1,4,-10,0,-1,17,-2,-0.3,-3
CC(=O)Nc1cc(C(=O)N2CCC3(CC2)OCCO3)ccc1S(=O)(=O)c1ccc(C)cc1,2,-9,4,-8,-6,1,16,x,-0.2,1
NC(=O)c1ccsc1NC(=O)COC(=O)Cc1ccccc1,-7,10,-5,1,0,1,8,-1,-0.8,-3
CCCCCCOC(=O)c1ccccc1N,6,-15,-1,-6,3,-1,u,2,-0.9,3
Cc1cccc(N=Cc2c(O)n(-c3ccccc3C)c(=O)[nH]c2=O)c1,-6,-5,-4,1,-1,4,2,-2,-0.9,-4
Cn1cccc1/C=C1\C(=O)NC(=O)N(Cc2ccccc2Cl)C1=O,4,-8,-13,-11,3,0,-2,u,-1.9,-5
COc1ccccc1C(=O)C1CCCN(Cc2cnc(C)s2)C1 (stereo not given),x,-6,-4,-5,2,x,-10,-3,0.5,9
O=C(OCCN1CCOCC1)C1(c2ccccc2)CCCC1,-18,-7,-9,-6,-1,0,12,-10,-0.4,0
CC12Cc3cnoc3C=C1CCC1C2CCC2(C)C1CCC2(C)O (stereo not given),-8,-21,-15,1,5,1,-11,-2,-2.1,-1
COc1ccccc1N1C(=O)NC(=O)/C(=C\c2cnn(-c3ccccc3)c2)C1=O,-8,-9,-13,2,7,25,-17,0,-6.0,0
O=C(c1ccc(-c2ccccc2)cc1)C1CCCN(Cc2ccn[nH]2)C1 (stereo not given),10,2,-5,-17,2,2,-3,-1,-0.3,-2
CC1OC(OC2CC(O)C3(CO)C4C(O)CC5(C)C(C6=CC(=O)OC6)CCC5(O)C4CCC3(O)C2)C(O)C(O)C1O (stereo not given),-3,0,0,-16,26*,x,-86,-25,-1.4,0
CC1=C(/C=C/c2ccccc2)CCN(C)C1,-18,4,-4,-13,2,8,33,x,0.1,0
O=c1c2ccccc2nc(N2CCCC2)n1-c1ccc(Cl)cc1,19,10,-6,-13,-4,-7,10,-6,-0.9,1
c1ccc(C(OCCN2CCNCC2)c2ccccc2)cc1,-14,14,-6,-9,5,4,1,x,0.6,1
COC(=O)CC1(Cc2ccccc2)C(=O)NC(=O)NC1=O,-11,-11,-5,-9,4,14,0,x,1.7,-6
O=C(O)c1cc2ccccc2oc1=O,6,21,-8,-10,-7,x,20,-2,-5.2,-2
Clc1ccc(C2N3CCCN23)c(Cl)c1 (stereo not given),3,-39,10,5,-3,-1,1,x,-0.5,-3

Rewritten as labelled records: 2 of the compounds above.
COc1ccc(C2SCC(=O)Nc3c2c(C)nn3C2CCOC(C)(C)C2)cc1OC (stereo not given)
  SR-BI DiI inh = -13	HTR5A inv ctr = 0	dFosB activator = -1	PvdQ acylase = -2	HTR5A ag = 0	NSD2 inh = -2	MITF TRPM1 HTS = 9	Wnt act = 0	CDK5 p35 inh = 0.5	V-ATPase pHluor = 3
CC(C)(C)C(=O)O[C@H]1CC[C@@]2(C)C(=CC(=O)C3C2CC[C@]2(C)C(=O)CCC32)C1 (stereo not given in full)
  SR-BI DiI inh = 15	HTR5A inv ctr = -1	dFosB activator = 4	PvdQ acylase = -10	HTR5A ag = 0	NSD2 inh = -1	MITF TRPM1 HTS = 17	Wnt act = -2	CDK5 p35 inh = -0.3	V-ATPase pHluor = -3

The list goes on.
smiles,SR-BI DiI inh,HTR5A inv ctr,dFosB activator,PvdQ acylase,HTR5A ag,NSD2 inh,MITF TRPM1 HTS,Wnt act,CDK5 p35 inh,V-ATPase pHluor
C=C(C)C(Cc1c(OC)ccc(C(=O)/C=C/c2ccc(O)cc2)c1O)OO (stereo not given),62,-36,-1,-5,7,x,37,1,-0.5,6
COc1ccc(C(C)=O)cc1CC(C(=O)c1ccc(F)cc1)N(C)C (stereo not given),-19,-8,-4,3,3,11,3,-1,0.3,1
O=C(c1cccc2ccccc12)C1CCCN(C2CCC2)C1 (stereo not given),-7,-11,-1,-9,-2,x,28,-8,-0.8,0
CC1=NN(c2ccccc2)C(=O)/C1=C/c1c(O)[nH]c(=S)[nH]c1=O,17,3,-9,-6,-5,10,-11,x,-0.1,-6
COc1ccccc1CN1CCN(C(=O)COc2cccc(C)c2)CC1,-11,18,-5,-1,-3,2,7,x,0.8,-3
CCCCNC(=O)Nc1ccc(C(O)(C(=O)OCC)C(F)(F)F)cc1 (stereo not given),16,16,-2,-2,2,-4,-5,-2,-0.5,-1
C=CCc1cc(C=C2C(=O)N(C)C(=O)N(C)C2=O)cc(OCC)c1OCc1ccccc1,12,7,-8,-1,5,26,6,-6,4.2,1
Cc1ccc(S(=O)(=O)N2CN3CCN(C3)C2)cc1,-11,-16,4,-14,6,-4,x,-3,1.0,5
O=Cc1cn(Cc2cccc([N+](=O)[O-])c2)c2ccccc12,4,-2,-3,-8,1,-5,-23,-2,0.7,-3
COC(=O)C1C(O)CC2CCC1N2C (stereo not given),-13,8,3,-4,-3,x,1,4,-0.9,3
Cc1cc(OCC(=O)N2C[C@H]3C[C@@H](C2)c2cccc(=O)n2C3)c2c(C)cc(=O)oc2c1,-12,7,-4,-4,1,x,3,-1,-1.0,4
C=C(C)Cn1c(=O)n(CC2CS2)c2ccccc21 (stereo not given),-4,21,4,-10,-2,-3,-11,0,-6.1,1
